Screens from PubChem.
HGIII-sPLA2 inh – Blocks human group III sPLA2 activity. QFRET BODIPY PC-A2 liposome hydrolysis, fluorescence. inhibition, % at 12.2 µM. 0.56% of 370,000 active. AID 743126;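 active = inhibition above mean plus 3 SD of compounds lying within the high and low control bounds, cut at about 19% in these data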;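 also: 0% = median of test compound wells and 100% = no enzyme DMSO wells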
Target sequence (Q9NZ20 whole entry, looked up): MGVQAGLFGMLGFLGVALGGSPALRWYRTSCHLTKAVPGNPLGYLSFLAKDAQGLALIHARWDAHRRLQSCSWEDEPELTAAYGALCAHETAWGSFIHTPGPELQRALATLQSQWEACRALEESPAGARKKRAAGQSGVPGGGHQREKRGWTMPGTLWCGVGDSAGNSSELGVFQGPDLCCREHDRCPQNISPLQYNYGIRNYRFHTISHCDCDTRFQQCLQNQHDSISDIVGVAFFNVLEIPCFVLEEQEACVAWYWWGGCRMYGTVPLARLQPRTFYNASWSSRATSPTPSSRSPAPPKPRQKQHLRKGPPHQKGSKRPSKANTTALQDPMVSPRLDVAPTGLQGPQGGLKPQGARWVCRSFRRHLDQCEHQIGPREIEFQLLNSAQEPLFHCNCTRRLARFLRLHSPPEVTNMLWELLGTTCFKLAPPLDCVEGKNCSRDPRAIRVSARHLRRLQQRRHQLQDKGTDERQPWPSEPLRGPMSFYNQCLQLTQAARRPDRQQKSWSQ
hcDAF12 agonist – H. contortus DAF-12 activation, primary screen; AID 652067; HEK293 hcDAF-12 lit1-tk-luc reporter, luminescence; 0% DMSO, 100% Δ7-dafachronic acid; activation, % at 6.8 µM; 1.4% of 370,000 active;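 active = activation above the mean of all tested compounds plus 3 SD, cut at about 5.5% in these data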;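 also: 100% = response to 3 µM Δ7-dafachronic acid high control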
NPR2 activator – GC-B (human) receptor activation. P20594. HEK293-GC-B cells, CNP EC30, cGMP TR-FRET; 0% at EC30 CNP, 100% saturating CNP. activation, % at 10 µM. 0.11% of 370,000 active. AID 1920062;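 active = activation at 10 µM reaching about 35% in either raw or pattern-adjusted values, limit read from the data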
ssDAF12 agonist – S. stercoralis DAF-12 activation, primary screen. HEK293 ssDAF-12/GRIP1 lit1-tk-luc reporter, luminescence; % of 3 µM dafachronic acid response. activation, % at 6.8 µM. 1% of 370,000 active;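 active = activation above the mean over all tested compounds plus 3 SD, cut at about 0.9% in these data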;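 also: 0% = DMSO-only wells and 100% = 3 µM delta7-dafachronic acid wells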
proKLK7 act – activators of human kallikrein-7 zymogen; activation, % at 7 µM; 0.9% of 370,000 active; AID 652039; purified proKLK7, EDANS-DABCYL substrate fluorescence; 100% is mature enzyme control, 0% vehicle; P49862;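 active = activation above the mean of all tested compounds plus 3 SD, computed per campaign excluding outliers beyond control limits, cut at about 13% in these data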
Target sequence (P49862 whole entry, looked up): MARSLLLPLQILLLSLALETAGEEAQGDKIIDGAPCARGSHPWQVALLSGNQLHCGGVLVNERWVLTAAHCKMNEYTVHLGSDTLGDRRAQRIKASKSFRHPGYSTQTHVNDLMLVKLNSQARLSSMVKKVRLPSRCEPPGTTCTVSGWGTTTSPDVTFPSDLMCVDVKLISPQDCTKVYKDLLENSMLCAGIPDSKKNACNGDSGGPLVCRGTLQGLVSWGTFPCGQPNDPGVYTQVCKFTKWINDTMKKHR
SMARCA2 activ – SMARCA2 function activation, primary screen; MG213 cells, MMTV-luciferase reporter, dexamethasone, overnight; 1% of 370,000 active; activation, % at 9.1 µM; in the data active = activation above about 7.8%;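 also: 0% = vehicle wells and 100% = reference activator wells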
DAX1 inh-1 – DAX1 (NR0B1) inhibition, primary screen; HEK293T StAR-luciferase reporter, SF-1/DAX-1 repression relief; inhibition, % at 6.8 µM; 1.1% of 370,000 active; AID 652010;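 active = inhibition above the mean over all tested compounds plus 3 SD, cut at about 3.6% in these data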;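 also: 0% = DAX-1 cells with DMSO and 100% = cells lacking DAX-1 with DMSO; higher inhibition means more luminescence from relief of DAX-1 repression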
DAX1 inh-2 – inhibits human nuclear receptor DAX1 | P51843 | HEK293 Gal4-DAX1 luciferase reporter, luminescence | inhibition, % at 6.75 µM | 0.99% of 340,000 active | AID 504766;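 active = inhibition above the mean over all tested compounds plus 3 SD, cut at about 4.2% in these data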;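 also: 0% = DAX1-transfected cells with DMSO and 100% = empty-vector control cells with DMSO; inhibition shows as a rise in luminescence from relieved DAX1 repression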
Target sequence (P51843 207-470 limits assumed): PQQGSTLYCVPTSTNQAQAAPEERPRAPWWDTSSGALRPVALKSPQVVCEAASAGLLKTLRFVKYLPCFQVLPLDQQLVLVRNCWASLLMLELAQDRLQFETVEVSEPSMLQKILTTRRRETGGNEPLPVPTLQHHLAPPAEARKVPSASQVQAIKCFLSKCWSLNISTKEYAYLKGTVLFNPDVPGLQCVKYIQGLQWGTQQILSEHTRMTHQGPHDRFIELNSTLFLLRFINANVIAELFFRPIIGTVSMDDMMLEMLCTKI
FXN GAA850 act – activators of GAA850 frataxin (FXN) promoter | 0.56% of 360,000 active | activation, % at 6 µM | HEK293 lucGAA850 FXN promoter luciferase reporter, 24 h; percent of 10 µM SAHA response;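 active = activation above the average of all compounds screened plus 3 SD, cutoff fixed separately per campaign, cut at about 7.5% in these data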;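 also: 0% = DMSO wells and 100% = 10 µM SAHA wells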
hgDAF12 agonist – activates the H. glycines DAF-12 receptor ligand-binding domain. HEK293 GAL4-hgDAF12 UAS-luciferase reporter, agonist luminescence; normalized to butyrate control. activation, % at 6.8 µM. 1.8% of 370,000 active;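 active = activation above a cutoff set at the mean of all screened compounds plus 3 SD, cut at about 10% in these data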;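 also: 0% = DMSO wells and 100% = sodium butyrate wells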
NPR1 activator – GC-A (human) enzyme activation | HEK293 GC-A cells, cGMP TR-FRET, EC30 ANP; 0% at EC30 ANP, 100% saturating ANP | activation, % at 10 µM | 0.14% of 370,000 active | AID 1671463; in the data active = activation above about 40%
* = called active by the depositor. Not a hit list; about 6.7% have a hit in one of these screens.

Screening CC1=C/C(=N\OC(=O)/C=C/c2ccccc2)C(C)=CC1=O returned HGIII-sPLA2 inh 6, hcDAF12 agonist 1.2, NPR2 activator -2, ssDAF12 agonist -0.5, proKLK7 act 0.4, SMARCA2 activ -4, DAX1 inh-1 -1.0, DAX1 inh-2 1.9, FXN GAA850 act -1.9, hgDAF12 agonist -1.8 and NPR1 activator -3.
O=C(NCc1ccco1)c1ccc(N2CCOCC2)c([N+](=O)[O-])c1 was read as HGIII-sPLA2 inh 3, hcDAF12 agonist -2.8, NPR2 activator 3, ssDAF12 agonist -1.1, proKLK7 act 0.6, SMARCA2 activ -2, DAX1 inh-1 0.0, DAX1 inh-2 -0.3, FXN GAA850 act -0.7, hgDAF12 agonist 1.9 and NPR1 activator 1.
`COc1ccc2c(c1)[C@H]1[C@H](CO2)[C@H](c2ccccc2)[C@]2(C)C(=O)N(CC3CCCO3)CC(=O)N12` (stereo partly specified) gave HGIII-sPLA2 inh 2, hcDAF12 agonist -0.3, NPR2 activator -6, ssDAF12 agonist -0.7, proKLK7 act -0.4, SMARCA2 activ 0, DAX1 inh-1 0.1, DAX1 inh-2 -0.1, FXN GAA850 act 0.4, hgDAF12 agonist 1.5 and NPR1 activator -9.
`CCOCN(C(=O)Cn1c(COC)nc2ccccc21)c1c(C)cccc1CC` gave HGIII-sPLA2 inh -9, hcDAF12 agonist -2.2, NPR2 activator -10, ssDAF12 agonist -1.3, proKLK7 act -0.3, SMARCA2 activ -2, DAX1 inh-1 0.1, DAX1 inh-2 -0.9, FXN GAA850 act 0.0, hgDAF12 agonist 0.8 and NPR1 activator -15.
Screening Cc1ccc2c(NC(=O)C3CC3)c(C)ccc2n1 returned HGIII-sPLA2 inh -6, hcDAF12 agonist -0.1, NPR2 activator 11, ssDAF12 agonist -1.1, proKLK7 act -0.5, SMARCA2 activ 1, DAX1 inh-1 0.4, hgDAF12 agonist 1.6 and NPR1 activator 1.
Screening O=C(CN(C(=O)c1cc2c(s1)CCC2)C1CCCC1)NCc1cccs1 returned HGIII-sPLA2 inh -1, hcDAF12 agonist -1.7, NPR2 activator 3, ssDAF12 agonist -1.3, proKLK7 act 0.3, SMARCA2 activ -1, DAX1 inh-1 -0.3, DAX1 inh-2 -1.4, FXN GAA850 act 2.9, hgDAF12 agonist -1.1 and NPR1 activator -6.
For COc1ccc(CNCc2ccccc2C(F)(F)F)cc1 the results were HGIII-sPLA2 inh -3, hcDAF12 agonist -2.5, NPR2 activator 0, ssDAF12 agonist -1.2, proKLK7 act -0.3, SMARCA2 activ -3, DAX1 inh-1 -0.1, DAX1 inh-2 -0.8, FXN GAA850 act 2.4, hgDAF12 agonist -2.5 and NPR1 activator -1.
`C/C(=N\NC(=O)c1cc(-c2cccnc2)nc2ccccc12)c1ccccc1O` gave HGIII-sPLA2 inh 14, hcDAF12 agonist 4.6, NPR2 activator -3, ssDAF12 agonist 0.5, proKLK7 act -0.5, SMARCA2 activ -3, DAX1 inh-1 0.7, DAX1 inh-2 1.3, FXN GAA850 act -5.2, hgDAF12 agonist 1.4 and NPR1 activator 0.
CC1CCCCN1C(=O)C1CCN(S(=O)(=O)c2ccc(-n3cnnn3)cc2)CC1 (stereo unspecified) was read as HGIII-sPLA2 inh 5, hcDAF12 agonist -2.3, NPR2 activator -3, ssDAF12 agonist -1.5, proKLK7 act 0.4, SMARCA2 activ 0, DAX1 inh-1 -0.1, DAX1 inh-2 -1.6, FXN GAA850 act -0.4, hgDAF12 agonist -4.9 and NPR1 activator 2.
Screening Cc1ccc(NC(=O)CCC(=O)NNS(=O)(=O)c2ccccc2)c(C)c1 returned HGIII-sPLA2 inh -4, hcDAF12 agonist -0.7, NPR2 activator 8, ssDAF12 agonist -1.3, proKLK7 act 0.7, SMARCA2 activ 1, DAX1 inh-1 -0.4, DAX1 inh-2 -0.3, FXN GAA850 act -0.5, hgDAF12 agonist -2.1 and NPR1 activator 0.
CC1=NN(C(=O)c2ccccc2-n2cccc2)C(O)(C(F)(F)F)C1 (stereo unspecified) was read as HGIII-sPLA2 inh 1, hcDAF12 agonist 1.7, NPR2 activator 6, ssDAF12 agonist -0.5, proKLK7 act -0.3, SMARCA2 activ -2, DAX1 inh-1 0.6, DAX1 inh-2 0.4, FXN GAA850 act -0.6, hgDAF12 agonist -1.9 and NPR1 activator 1.
Screening CC(C)(C)OC(=O)N1CCC(Cc2cc(-c3ccc(Cl)cc3)no2)(C(=O)O)CC1 returned HGIII-sPLA2 inh 3, hcDAF12 agonist -0.5, NPR2 activator 0, ssDAF12 agonist -1.2, proKLK7 act 0.2, SMARCA2 activ 0, DAX1 inh-1 0.3, DAX1 inh-2 0.7, FXN GAA850 act 0.5, hgDAF12 agonist 1.4 and NPR1 activator 2.
CN(c1ccccc1)c1nccc(=O)[nH]1 was read as HGIII-sPLA2 inh 0, hcDAF12 agonist -0.1, NPR2 activator 0, ssDAF12 agonist -0.7, proKLK7 act -0.1, SMARCA2 activ -2, DAX1 inh-1 0.1, DAX1 inh-2 3.7, FXN GAA850 act 1.0, hgDAF12 agonist -1.7 and NPR1 activator 2.
For Nc1ccc2c(c1)nc(Cc1ccccc1)n2CCO the results were HGIII-sPLA2 inh 10, hcDAF12 agonist -0.3, NPR2 activator 1, ssDAF12 agonist -1.0, proKLK7 act -0.2, SMARCA2 activ 2, DAX1 inh-1 0.3, DAX1 inh-2 -0.7, FXN GAA850 act -0.1, hgDAF12 agonist 1.9 and NPR1 activator -3.
`CCCC(=O)NCCc1ccc(S(N)(=O)=O)cc1` gave HGIII-sPLA2 inh -4, hcDAF12 agonist 0.6, NPR2 activator 7, ssDAF12 agonist -1.0, proKLK7 act 0.1, SMARCA2 activ -1, DAX1 inh-1 -0.1, DAX1 inh-2 2.2, FXN GAA850 act 1.6, hgDAF12 agonist 3.0 and NPR1 activator 1.
Screening CCOC(=O)N1CCC(NC(=O)C2CCCN(S(=O)(=O)c3ccc4c(c3)oc(=O)n4C)C2)CC1 (stereo unspecified) returned HGIII-sPLA2 inh 1, hcDAF12 agonist -0.6, NPR2 activator 4, ssDAF12 agonist -1.0, proKLK7 act -0.4, SMARCA2 activ 0, DAX1 inh-1 0.0, DAX1 inh-2 -1.2, FXN GAA850 act -0.9, hgDAF12 agonist -1.1 and NPR1 activator -2.
COc1ccc(C2c3c4c(n(C)c3CCN2C)CCN(C)C4c2ccc(OC)cc2)cc1 (stereo unspecified) was read as HGIII-sPLA2 inh 9, hcDAF12 agonist -2.1, NPR2 activator -15, ssDAF12 agonist -1.1, proKLK7 act -0.2, SMARCA2 activ -1, DAX1 inh-1 0.1, DAX1 inh-2 0.2, FXN GAA850 act -0.5, hgDAF12 agonist -2.2 and NPR1 activator -20.
`CC(C)Oc1ccc(S(=O)(=O)N2CCOCC2)cc1NC(=O)CCCSc1ccccc1` gave HGIII-sPLA2 inh -19, hcDAF12 agonist -0.8, NPR2 activator 4, ssDAF12 agonist -1.1, proKLK7 act 0.8, SMARCA2 activ -2, DAX1 inh-1 1.1, DAX1 inh-2 -1.6, FXN GAA850 act -0.4, hgDAF12 agonist 6.3 and NPR1 activator -1.
CCOc1ccccc1-c1nnc(CS(=O)(=O)c2ccccc2)o1 was read as HGIII-sPLA2 inh -37, hcDAF12 agonist 2.7, NPR2 activator -2, ssDAF12 agonist -0.2, proKLK7 act -0.6, SMARCA2 activ -1, DAX1 inh-1 -0.1, DAX1 inh-2 -0.5, FXN GAA850 act 1.1, hgDAF12 agonist 1.4 and NPR1 activator 1.
Cc1cccc(C)c1NC(=O)C1c2cccc[n+]2CC(=O)N1Cc1cccs1 (stereo unspecified) was read as HGIII-sPLA2 inh -8, hcDAF12 agonist 2.4, NPR2 activator -1, ssDAF12 agonist -1.2, proKLK7 act 0.0, SMARCA2 activ -1, DAX1 inh-1 0.0, DAX1 inh-2 -0.1, FXN GAA850 act -0.1, hgDAF12 agonist 3.1 and NPR1 activator 2.
COc1ccc(-c2csc(C)n2)cc1Br was read as HGIII-sPLA2 inh -7, hcDAF12 agonist 1.3, NPR2 activator 7, ssDAF12 agonist -1.7, proKLK7 act 0.3, SMARCA2 activ 2, DAX1 inh-1 0.2, DAX1 inh-2 0.3, FXN GAA850 act 5.1, hgDAF12 agonist -0.7 and NPR1 activator -3.
`COc1cccc(NC(=O)C2CCCN(S(=O)(=O)c3cccc4cccnc34)C2)c1` (stereo unspecified) gave HGIII-sPLA2 inh 9, hcDAF12 agonist -2.1, NPR2 activator 1, ssDAF12 agonist -1.4, proKLK7 act 0.0, SMARCA2 activ -3, DAX1 inh-1 -1.3, DAX1 inh-2 1.3, FXN GAA850 act 0.0, hgDAF12 agonist -0.8 and NPR1 activator -4.
CC1CCC(NC(=O)c2ccc(NC3=NC4CS(=O)(=O)CC4S3)cc2)CC1 (stereo unspecified) was read as HGIII-sPLA2 inh 7, hcDAF12 agonist 1.0, NPR2 activator 0, ssDAF12 agonist -0.8, proKLK7 act 0.0, SMARCA2 activ 3, DAX1 inh-1 0.2, DAX1 inh-2 -0.4, FXN GAA850 act -0.4, hgDAF12 agonist -1.8 and NPR1 activator -2.
Screening CCCCNC(=O)CCCn1c(=O)[nH]c2ccc(Br)cc2c1=O returned HGIII-sPLA2 inh -3, hcDAF12 agonist -1.7, NPR2 activator -8, ssDAF12 agonist -0.9, proKLK7 act 0.2, SMARCA2 activ -2, DAX1 inh-1 -0.8, DAX1 inh-2 0.9, FXN GAA850 act 1.6, hgDAF12 agonist -1.4 and NPR1 activator -2.
For COC(=O)c1ccc(C(=O)OC)c(NC(=S)N2CCC(C(N)=O)CC2)c1 the results were HGIII-sPLA2 inh -2, hcDAF12 agonist 0.1, NPR2 activator -2, ssDAF12 agonist -1.7, proKLK7 act 6.6, SMARCA2 activ 1, DAX1 inh-1 0.2, DAX1 inh-2 -0.3, FXN GAA850 act 1.4, hgDAF12 agonist -2.1 and NPR1 activator 2.
For CC(=O)c1cccc(NS(C)(=O)=O)c1 the results were HGIII-sPLA2 inh 0, hcDAF12 agonist -0.1, NPR2 activator -1, ssDAF12 agonist -0.9, proKLK7 act -0.4, SMARCA2 activ 1, DAX1 inh-1 0.1, DAX1 inh-2 -0.9, FXN GAA850 act -2.1, hgDAF12 agonist 1.8 and NPR1 activator -1.

Of the compounds above, these contain bromine.
COc1ccc(-c2csc(C)n2)cc1Br was read as HGIII-sPLA2 inh -7, hcDAF12 agonist 1.3, NPR2 activator 7, ssDAF12 agonist -1.7, proKLK7 act 0.3, SMARCA2 activ 2, DAX1 inh-1 0.2, DAX1 inh-2 0.3, FXN GAA850 act 5.1, hgDAF12 agonist -0.7 and NPR1 activator -3.
Screening CCCCNC(=O)CCCn1c(=O)[nH]c2ccc(Br)cc2c1=O returned HGIII-sPLA2 inh -3, hcDAF12 agonist -1.7, NPR2 activator -8, ssDAF12 agonist -0.9, proKLK7 act 0.2, SMARCA2 activ -2, DAX1 inh-1 -0.8, DAX1 inh-2 0.9, FXN GAA850 act 1.6, hgDAF12 agonist -1.4 and NPR1 activator -2.
